Source: PubChem (National Center for Advancing Translational Sciences (NCATS))
EPAC2 antag: qHTS for Antagonist of cAMP-regulated guanine nucleotide exchange factor 2 (EPAC2): primary screen; Rap guanine nucleotide exchange factor 4 (Homo sapiens), Q8WZA2; EPAC2 GEF exchange of Rap1B-BODIPY-GDP, fluorescence; Potency, µM (titrated, usually from 114 µM), inactives show at the highest dose activity, negative = inhibition, most hits filed as inhibitors; 0.18% of 360,000 active; AID 720708, 2013; further: potency means the concentration at half of the fitted maximal effect; on the % scale 0 is the no-effect control and ±100 the full control effect; nearly all actives have a fitted effect of over 45% in size; many of its hits are not listed in these tables
Target sequence (Q8WZA2 whole entry, looked up): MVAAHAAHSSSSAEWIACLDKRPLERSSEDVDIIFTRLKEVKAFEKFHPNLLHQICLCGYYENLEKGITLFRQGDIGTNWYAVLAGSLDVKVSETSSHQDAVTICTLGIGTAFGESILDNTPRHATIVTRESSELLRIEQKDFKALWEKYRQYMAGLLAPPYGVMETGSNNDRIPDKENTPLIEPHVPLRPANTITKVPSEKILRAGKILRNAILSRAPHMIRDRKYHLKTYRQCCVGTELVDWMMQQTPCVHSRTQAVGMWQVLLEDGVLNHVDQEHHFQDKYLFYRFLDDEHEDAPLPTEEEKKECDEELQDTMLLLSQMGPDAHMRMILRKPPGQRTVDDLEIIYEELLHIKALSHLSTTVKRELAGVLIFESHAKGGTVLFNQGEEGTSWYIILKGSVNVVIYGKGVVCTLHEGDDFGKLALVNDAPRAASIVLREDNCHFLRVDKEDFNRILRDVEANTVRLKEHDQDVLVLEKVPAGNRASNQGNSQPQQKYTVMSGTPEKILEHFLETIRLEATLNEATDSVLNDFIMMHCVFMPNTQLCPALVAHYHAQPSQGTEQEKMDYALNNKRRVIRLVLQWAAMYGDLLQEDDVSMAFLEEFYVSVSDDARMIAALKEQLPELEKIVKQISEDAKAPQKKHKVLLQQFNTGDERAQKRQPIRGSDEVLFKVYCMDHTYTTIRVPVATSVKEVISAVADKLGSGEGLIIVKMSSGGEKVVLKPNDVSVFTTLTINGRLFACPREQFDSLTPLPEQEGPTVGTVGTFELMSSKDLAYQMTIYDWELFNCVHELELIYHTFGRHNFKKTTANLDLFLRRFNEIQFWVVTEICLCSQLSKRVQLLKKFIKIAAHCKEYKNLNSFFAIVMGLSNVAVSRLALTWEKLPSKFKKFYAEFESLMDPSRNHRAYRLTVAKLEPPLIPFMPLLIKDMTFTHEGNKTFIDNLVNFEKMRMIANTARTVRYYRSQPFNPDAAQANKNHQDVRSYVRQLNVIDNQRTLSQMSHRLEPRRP
CCT modulator: High-Throughput Screening for Modulators of Cytosolic Chaperonin Activity. activity change, % (no concentration beside the values), hits read low. purified chaperonin ATPase assay, HTRF ADP detection, 30 min. AID 651819, 2012. 0.3% of 360,000 active; in the data active means activity change below about -30%; further: on the % scale 0 is the no-effect control and ±100 the full control effect
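TRiC (40 or 20 nM final, by batch activity) in 30 mM Tris pH 7.4, 100 mM KCl, 5 mM MgCl2, 1 mM DTT was treated with compound at 76 uM single dose, then 10 uM ATP, 30 min at 37 °C. ADP was read by HTRF Transcreener.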
Nrf2 inh: Nrf2 qHTS screen for inhibitors | A549 ARE-Fluc reporter, luciferase luminescence, 18-24 h | Potency, µM (highest dose often 46 µM), for inactives: at the top dose activity change, negative = inhibition, hits mostly inhibitors | 2.1% of 360,000 active | AID 504444, 2011; further: potency means the concentration at half of the fitted maximal effect; on the % scale 0 is the no-effect control and ±100 the full control effect; nearly all actives have a fitted effect of over 60% in size
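Two sequential reads on A549 ARE_Fluc cells exposed to compound for 18-24 h: a CellTiter-Fluor fluorescence read for viability, then a luciferase luminescence read for Nrf2/ARE activity.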
TGFb SMAD3 inh: qHTS for Inhibitors of TGF-b; HepG2 CAGA-GFP TGF-b/SMAD3 reporter, GFP fluorescence, 18 h; TGF-beta stimulated, 500 pg/mL final; Potency, µM (titrated, usually from 46.1 µM), for inactives: at the top dose activity, negative = inhibition, most hits filed as inhibitors; 1.2% of 410,000 active; further: potency means the concentration at half of the fitted maximal effect; on the % scale 0 is the no-effect control and ±100 the full control effect; nearly all actives have a fitted effect of over 65% in size
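First, reporter cells (HEPG2 CAGA-GFP) rested 2 h at 37 degrees C. Next, compounds were pinned in and TGF-beta added to 500 pg/mL final. After 18 h, GFP was imaged per cell and summed per well.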
EPAC2 ag: qHTS for Agonist of cAMP-regulated guanine nucleotide exchange factor 4 (EPAC2): primary screen; Rap guanine nucleotide exchange factor 4 (Homo sapiens), Q8WZA2; EPAC2 activation, biochemical qHTS; response scale: 100% = 6.5 mM cAMP response; Potency, µM (top dose mostly 154 µM), for inactives: top-dose activation, hits mostly activators; 0.079% of 360,000 active; AID 720711, 2013; further: potency means the concentration at half of the fitted maximal effect; nearly all actives have a fitted effect of over 50% in size
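Compounds were titrated in qHTS against a Rap1B-BODIPY-GDP (250 nM) complex with EPAC2 (100 nM) and GDP (50 uM). BODIPY-GDP release tracked at 480/540 nm over 30 min at room temperature, normalized to 6.5 mM cAMP.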
Mm-Cpn inhibitor: Inhibitors of TCP-1 ring complex (TRiC) of Methanococcus maripaludis (MmCpn): qHTS; 0.031% of 330,000 active; AID 504842, 2011; Chaperonin Mm-Cpn (Methanococcus maripaludis); Potency, µM (titrated, usually from 76.9 µM), without a hit: at the highest dose activity, negative = inhibition, hits mostly inhibitors; purified Mm-Cpn ATPase, ADP Transcreener TR-FRET; further: potency means the concentration at half of the fitted maximal effect; on the % scale 0 is the no-effect control and ±100 the full control effect; nearly all actives have a fitted effect of over 80% in size
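Measured: ADP formation by purified Mm-CPN. Conditions: 25 nM protein, 10 uM ATP, Tris pH 7.4 with Mg2+, K+ and DTT, 37°C for 30 min. Detection: Transcreener HTRF after 30 min at room temperature.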
Akt phos inh: HTS Assay for Inhibitors of Akt Phophorylation: Primary Screen; Neuro2A IGF-stimulated pAkt S473 HTRF, 20 min; active compounds read low; activity change, % for hits at 50 µM; 0.32% of 360,000 active; in the data active means activity change below about -80%; inconclusive means mostly about -51% to -80%; further: on the % scale 0 is the no-effect control and ±100 the full control effect
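Single-point screen (50 µM final compound) in Neuro2A cells stimulated 20 min with 6 nM IGF at 37 deg C. After lysis, Ser473-phosphorylated Akt read by HTRF (ex 330 nm, em 615/665 nm) as the 665/615 ratio.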
A549 tox: Nrf2 qHTS screen for inhibitors: counterscreen for cytotoxicity; A549 ARE-Fluc cells, CellTiter-Fluor viability, 18-24 h; Potency, µM (top dose mostly 46 µM), for the others: at the highest dose activity change, negative = cytotoxicity, most hits filed as inhibitors; 0.16% of 390,000 active; further: potency means the concentration at half of the fitted maximal effect; on the % scale 0 is the no-effect control and ±100 the full control effect
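A549 ARE_Fluc cells in 5% FBS OPTI-MEM were exposed to compounds in concentration-response for 18-24 h at 37 deg C. Viability was read by CellTiter-Fluor fluorescence (Ex 405/Em 525) after 30 min, before the luciferase read.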
Nrf2 ARE act: qHTS of Nrf2 Activators. AREc32 ARE-luciferase reporter (MCF7-derived line), luminescence, 24 h. Potency, µM (titrated, usually from 46.1 µM), inactives show top-dose activation, hits mostly activators. 0.31% of 410,000 active. AID 624171, 2012; further: potency means the concentration at half of the fitted maximal effect; % of control where 0% means no effect; nearly all actives have a fitted effect of over 65% in size
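Steps: seed AREc32_Fluc cells (1000/well, 5% FBS OPTI-MEM); incubate overnight at 37 deg C; add 23 nL compound; incubate 24 hr; add Steady-Glo; hold 30 min RT; read luminescence.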
Numbers without * were called inactive; i = inactive; ? = inconclusive; · = no result given; & = joins results of further samples. Unless noted, the call rests on the fitted dose curve; in most records, active means well fitted curve in the direction sought with a large enough effect; inconclusive means small, poorly fitted or top-dose-only effect, or another doubt; inactive means no such curve, though single readings can be large; an effect the other way counts as inactive or inconclusive.

SMILES	EPAC2 antag	CCT modulator	Nrf2 inh	TGFb SMAD3 inh	EPAC2 ag	Mm-Cpn inhibitor	Akt phos inh	A549 tox	Nrf2 ARE act
Cc1cc(C(F)(F)F)n2nc(-c3cccs3)cc2n1	-6.5%	3.5	?	16.1%	-9.2%	-0.8%	i	0.4%	?
Cc1cc(=O)[nH]c(SCC(=O)NCc2ccc3c(c2)OCO3)n1	7.0%	-0.2	3.7%	9.3%	12.5%	1.6%	i	8.0%	-0.4%
N#CC1=C(N)Oc2c(ccc3cccnc23)C1c1ccccc1 (centres undefined)	-9.3%	-1.5	-16.2%	?	11.0%	0.5%	i	-7.7%	-0.3%
C=CCSc1nncn1/N=C/c1ccc(OC)cc1	10.6%	1.1	?	0.0%	-0.8%	1.2%	-103.2%*	-1.3%	0.5%
CC(C)C(=O)OCc1cc(=O)n2nc(C3CC3)sc2n1	·	·	?	-36.1%	·	·	·	8.9%	6.2%
Cc1cccc(N(Cc2ccccc2)C(=O)c2cc(S(=O)(=O)N3CCOCC3)ccc2F)c1	11.7%	1.8	-14.0%	-1.5%	9.9%	-1.9%	i	0.2%	-0.6%
CCOC(=O)Nc1ccc2c(c1)N(C(=O)CN1CCN(C)CC1)c1ccccc1S2	-0.1%	-1.4	-3.9%	2.2%	2.8%	-5.1%	i	-1.4%	0.4%
C[C@@H]1O[C@@H](OCCC(=O)O)[C@H](O)C[C@H]1O	-5.6%	0.1	8.6%	5.2%	-5.8%	1.4%	i	-2.3%	-1.1%
COCCn1c(=N)c(C(=O)NCCc2ccccc2)cc2c(=O)n3cccc(C)c3nc21	0.4%	-2.5	-1.2%	11.2%	-2.5%	·	i	1.5%	0.2%
Cc1nnc(SCC(=O)N2N=C(c3ccc(Cl)cc3)CC2c2ccco2)[nH]c1=O (centres undefined)	2.8%	1.5	?	-10.5%	-4.2%	-10.2%	i	0.7%	9.9%
Cc1cc(C)nc(NC(=O)c2ccc(C)c([N+](=O)[O-])c2)n1	-1.7%	0.4	·	-4.2%	4.4%	1.3%	i	17.4%	-0.2%
O=C1NC(=O)/C(=C\c2ccc(OCc3cccc(C(=O)O)c3)c(Cl)c2)N1	-13.6%	-1.4	21.7%	4.2%	0.3%	-0.7%	i	-4.1%	-3.4%
CCc1cccc2c1Sc1ccccc1CC2N1CCNCC1 (centres undefined)	-1.6%	-5.4	1.2%	?	6.0%	·	i	?	-3.3%
CCOC(=O)Cn1cnc(C)c1	0.6%	-2.0	14.0%	14.2%	1.5%	·	i	-0.5%	0.6%
COc1ccccc1Nc1nnc(SCc2nnc(-c3cc(OC)c(OC)c(OC)c3)o2)s1	-8.9%	-0.3	-16.2%	-36.6%	12.6%	-2.3%	i	3.5%	2.6%
CCOc1ccc2[nH]c3nc(SCC(=O)NC4CC4)nnc3c2c1	-4.9%	-2.4	?	2.6%	3.1%	1.4%	i	2.9%	-1.2%
COc1ccc(CCNC(=O)c2ccccc2-c2ccccc2C(=O)O)cc1OC	-2.4%	-5.1	-2.4%	1.8%	13.5%	-1.5%	i	-1.4%	-2.0%
CC(=O)OC[C@@H]1CN(Cc2ccccc2)C[C@H](n2cnc3c(NC4CCC4)ncnc32)O1	16.6%	-0.2	·	10.7%	9.1%	·	i	·	4.4%
CCOC(=O)C1CCN(c2c(NCc3ccc(C(=O)NCCC(C)C)cc3)c(=O)c2=O)CC1	7.5%	0.2	·	1.0%	-7.9%	1.7%	i	11.3%	-0.3%
Cc1ccc(C(=O)N2c3ccccc3CC2C)o1 (centres undefined)	13.5%	-1.3	?	-1.4%	3.6%	1.2%	i	2.3%	2.6%
Cc1occc1-c1nnc(SCC(=O)Nc2ccccc2)n1C(C)c1ccccc1 (centres undefined)	-3.0%	0.8	-16.5%	-4.1%	9.9%	0.0%	i	-11.2%	-0.3%
Cc1ccc(N(Cc2cccs2)C(=O)c2ccccc2Cl)cc1	·	·	-6.7%	?	·	·	·	6.6%	4.4%
O=C(CSc1nc2ccccc2s1)NCCCN1CCOCC1	0.7%	-5.2	9.7%	?	6.6%	-3.0%	·	2.2%	0.1%
Cc1cc(C)cc(N2CCCn3c2nc2c3c(=O)[nH]c(=O)n2C)c1	-0.8%	0.9	?	-30.0%	4.8%	-0.2%	i	1.1%	-0.1%
Cc1[nH]c(C)c(S(=O)(=O)NCC(C)c2ccccc2)c1C(=O)N1CCCCC1 (centres undefined)	1.2%	-2.1	0.0%	-2.1%	6.0%	3.5%	i	-2.2%	-0.7%
SMILES	EPAC2 antag	CCT modulator	Nrf2 inh	TGFb SMAD3 inh	EPAC2 ag	Mm-Cpn inhibitor	Akt phos inh	A549 tox	Nrf2 ARE act
O=C(NCCC1CC1(Cl)Cl)c1ccc([N+](=O)[O-])cc1 (centres undefined)	2.0%	-5.3	?	?	6.8%	2.6%	i	-4.3%	0.9%
CCn1cc(S(=O)(=O)c2ccccc2)c(=O)c2cc(F)c(N3CCN(C)CC3)cc21	9.4%	-2.3	13.7%	3.8%	-1.8%	-0.3%	i	-2.3%	0.3%
O=C(Nc1cccnc1)c1cc(Br)c(Br)s1	10.2%	-1.6	2.8%	10.5%	6.3%	-25.2%	i	-3.6%	4.7%
O=C(O)CC/C(=N\Nc1ccc([N+](=O)[O-])cc1S(=O)(=O)N1CCOCC1)c1cccs1	0.4%	-1.1	-22.1%	-7.5%	1.2%	0.6%	i	-20.3%	4.4%
CCCCOC(=O)c1ccc(N=Nc2c(C)c(C#N)c(O)[nH]c2=O)cc1	-5.7%	-2.0	-5.9%	43.2%	-21.4%	0.4%	i	-11.7%	10.9%
Cc1[nH]nc(N=CC2=C(O)CC(C)(C)CC2=O)c1-c1ccccc1	-10.6%&-5.9%	1.4&0.2	2.9%&-56.8%	-12.7%&2.3%	4.7%&-5.6%	0.0%	i	?	0.2%&-0.4%
O=P(c1ccccc1)(c1ccccc1)C(O)c1ccccn1 (centres undefined)	3.6%	-1.3	4.8%	12.2%	9.8%	-0.3%	i	10.8%	-0.1%
O=C(Nc1ccc(N2CCN(C(=O)c3ccco3)CC2)cc1)c1ccc([N+](=O)[O-])cc1Cl	1.5%	0.4	?	-7.2%	-5.3%	-0.8%	i	-7.0%	-0.1%
COc1cccc(CNC(=O)C2CCCN(S(=O)(=O)c3ccc4c(c3)C(C)(C)C(=O)N4C)C2)c1 (centres undefined)	0.4%	-0.5	?	-0.3%	3.4%	1.8%	i	-3.9%	0.4%
O=C(CNC(=O)c1ccccc1)N=Nc1c(O)[nH]c2ccc(Br)cc12	0.0%	0.4	-24.7%	-9.3%	2.4%	-2.8%	i	-9.7%	6.1%
CCOc1ccc(C(=O)Nc2ccc(NC(=O)c3ccco3)c(Cl)c2)cc1Br	-1.4%	0.9	?	-15.8%	-4.2%	-0.2%	i	?	-0.1%
CCN(CC)C(=O)c1nc[nH]c1C(=O)O[C@@H](C)c1ccccc1	7.2%	-9.5	-10.0%	4.6%	-4.3%	1.6%	i	2.3%	-1.0%
CCN(Cc1nc(-c2ccc(OC)cc2)no1)C(=O)c1ccoc1C	-6.6%	-1.8	1.4%	8.3%	10.1%	0.5%	i	4.6%	-0.2%
CSc1ncc(C(=O)Nc2ccc(F)cc2F)c(-c2ccccc2)n1	·	·	?	-36.6%	·	·	·	3.2%	1.5%
COc1ccc(CCNC(=O)C2CCN(C(=O)c3ccc(C(C)(C)C)cc3)CC2)cc1	5.5%	-4.0	11.0%	-23.6%	-8.0%	-2.4%	i	9.1%	5.6%
Cc1ccc(S(=O)(=O)N(CC(=O)O)Cc2ccccc2F)cc1	1.8%	-0.9	11.9%	1.5%	-2.0%	0.6%	i	-5.1%	-0.6%
COc1ccc(Cc2nnc(NC(=O)C3CCCO3)s2)cc1 (centres undefined)	-1.0%	-0.6	7.1%	0.0%	3.8%	-0.2%	i	1.0%	0.1%
COc1ccc(CN(C)CC(=O)Nc2c(C)cccc2C)c(OC)c1	-24.4%	-3.6	-13.3%	3.1%	5.8%	-1.5%	i	12.9%	0.2%
Cc1cccc(OCC(O)Cn2c(=N)n(CCN3CCOCC3)c3ccccc32)c1 (centres undefined)	2.7%	-2.6	-14.3%	-14.6%	-1.8%	0.1%	i	-3.5%	-0.9%

Record cards, from the list above. Screens in order: EPAC2 antag, CCT modulator, Nrf2 inh, TGFb SMAD3 inh, EPAC2 ag, Mm-Cpn inhibitor, Akt phos inh, A549 tox, Nrf2 ARE act
Results for O=P(c1ccccc1)(c1ccccc1)C(O)c1ccccn1 (centres undefined) → 3.6%, -1.3, 4.8%, 12.2%, 9.8%, -0.3%, i, 10.8%, -0.1%
Results for Cc1[nH]nc(N=CC2=C(O)CC(C)(C)CC2=O)c1-c1ccccc1 → -10.6%&-5.9%, 1.4&0.2, 2.9%&-56.8%, -12.7%&2.3%, 4.7%&-5.6%, 0.0%, i, ?, 0.2%&-0.4%
Results for O=C(NCCC1CC1(Cl)Cl)c1ccc([N+](=O)[O-])cc1 (centres undefined) → 2.0%, -5.3, ?, ?, 6.8%, 2.6%, i, -4.3%, 0.9%

Some of the compounds tested; rates above refer to the full screens.
